IDH1 mut inh = inhibitors of IDH1 R132H reductase, primary screen, biochemical, plate reader, single point. Isocitrate dehydrogenase [NADP] cytoplasmic (Homo sapiens), O75874. diaphorase/resazurin fluorescence, 60 min. inhibition, % at 10 µM. 70,000 tested, 0.18% active. AID 624101, 2012; in the data active = inhibition above about 34%;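 also: 0% = DMSO and 100% = no enzyme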
EZH2 inh = EZH2/PRC2 methyltransferase inhibitors, primary screen, biochemical, DELFIA time-resolved fluorescence, single point; Histone-lysine N-methyltransferase EZH2 (Homo sapiens), Q15910; PRC2 H3K27 methylation, DELFIA TRF, 1 h; inhibition, % at 12.5 µM; 57,000 tested, 0.35% active;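 active = mean inhibition of replicates at least 50% and every single replicate also reaching 50%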;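 also: dimethyl H3K27 on biotinylated H3 21-44 peptide detected by antibody; plate controls were median neutral control wells for no effect and median positive control wells for full effect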
Target sequence (Q15910 whole entry, looked up): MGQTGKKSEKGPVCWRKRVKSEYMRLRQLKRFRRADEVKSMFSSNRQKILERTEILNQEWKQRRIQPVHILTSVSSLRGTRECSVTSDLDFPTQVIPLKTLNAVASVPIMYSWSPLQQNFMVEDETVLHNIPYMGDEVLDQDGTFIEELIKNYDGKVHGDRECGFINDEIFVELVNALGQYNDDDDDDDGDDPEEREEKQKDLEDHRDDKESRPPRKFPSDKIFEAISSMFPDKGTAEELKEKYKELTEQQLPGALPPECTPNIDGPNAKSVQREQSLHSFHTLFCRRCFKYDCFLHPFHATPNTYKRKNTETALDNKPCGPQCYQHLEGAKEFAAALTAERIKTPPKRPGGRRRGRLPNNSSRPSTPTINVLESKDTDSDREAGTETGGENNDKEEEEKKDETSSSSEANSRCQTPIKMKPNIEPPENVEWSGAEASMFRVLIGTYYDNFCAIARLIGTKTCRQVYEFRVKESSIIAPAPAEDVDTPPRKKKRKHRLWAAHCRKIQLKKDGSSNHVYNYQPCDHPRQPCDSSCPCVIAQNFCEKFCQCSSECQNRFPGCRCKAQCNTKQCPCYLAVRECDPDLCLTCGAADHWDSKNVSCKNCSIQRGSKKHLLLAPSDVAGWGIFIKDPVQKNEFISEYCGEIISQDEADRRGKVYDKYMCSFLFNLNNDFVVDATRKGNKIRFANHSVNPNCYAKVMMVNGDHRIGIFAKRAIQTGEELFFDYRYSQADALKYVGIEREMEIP
* = called active by the depositor; nt = not tested or not shown. An excerpt. The share of hits here may be higher or lower than overall.

SMILES | IDH1 mut inh | EZH2 inh
C[C@@H]1CN([C@H](C)CO)C(=O)c2cc(NC(=O)NC3CCCCC3)ccc2O[C@@H](C)CCCCO[C@H]1CN(C)S(=O)(=O)c1ccc(F)cc1 | 4.2 | nt
C[C@@H]1CN([C@@H](C)CO)C(=O)c2cc(NC(=O)Nc3ccc(F)cc3)ccc2O[C@@H]1CN(C)C(=O)Nc1ccc2c(c1)OCO2 | 0.0 | nt
COc1ccc(S(=O)(=O)N(C)C[C@@H]2OCCCC[C@H](C)Oc3ccc(NC(=O)Cc4ccccc4)cc3C(=O)N([C@@H](C)CO)C[C@H]2C)cc1 | 2.5 | nt
C[C@@H]1CN([C@H](C)CO)C(=O)c2c(c3ccccc3n2C)-c2ccccc2CO[C@H]1CN(C)S(=O)(=O)c1ccsc1 | -1.8 | -13.4
CO[C@@H]1CN(C)C(=O)c2cc(NC(=O)Nc3ccccc3F)ccc2OC[C@H](C)N(C)C[C@@H]1C | -0.2 | 2.4
Cc1ccc(S(=O)(=O)N[C@@H]2CC[C@H](CCNC(=O)C3CCOCC3)O[C@H]2CO)cc1 | -0.5 | 11.9
CCCN1C[C@@H](C)[C@@H](OC)CN(C)C(=O)c2ccc(NC(=O)COC)cc2OC[C@H]1C | 0.0 | 3.8
C[C@H]1CN([C@@H](C)CO)C(=O)Cc2cc(NC(=O)c3ccncc3)ccc2O[C@H]1CN(C)Cc1ccc(Oc2ccccc2)cc1 | 0.0 | -26.0
C[C@@H]1CN([C@H](C)CO)C(=O)c2cccc(NC(=O)Nc3cccc4ccccc34)c2O[C@@H]1CN(C)Cc1ccncc1 | 2.0 | 3.3
COc1ccccc1-c1ccc2c(c1)O[C@@H](CN(C)C(=O)Nc1ccccc1)[C@@H](C)CN([C@H](C)CO)S2(=O)=O | -0.3 | nt
C[C@H]1CN([C@@H](C)CO)C(=O)c2cc(C#CC3CCCC3)cnc2O[C@H]1CN(C)S(C)(=O)=O | nt | -9.1
C/C=C/c1cnc2c(c1)C(=O)N([C@@H](C)CO)C[C@H](C)[C@@H](CN(C)C(=O)CCN1CCCCC1)O2 | -0.7 | 3.1
C[C@H]1CCCCO[C@H](CN(C)S(=O)(=O)c2cn(C)cn2)[C@@H](C)CN([C@@H](C)CO)C(=O)c2cc(NC(=O)c3ccccc3)ccc2O1 | -2.5 | nt
COC(=O)CCCCCCC(=O)N/N=C/c1ccc2ccccc2n1 | 0.0 | 0.9
C[C@H]1CN([C@@H](C)CO)S(=O)(=O)c2ccc(/C=C/c3ccccc3)cc2O[C@H]1CN(C)C(=O)c1cccnc1 | 0.0 | -6.2
C[C@@H]1CN([C@H](C)CO)C(=O)c2cc(NC(=O)NC3CCCCC3)ccc2O[C@@H](C)CCCCO[C@H]1CN(C)C | nt | -13.5
CC(C)NC(=O)Nc1ccc2c(c1)C(=O)N([C@@H](C)CO)C[C@@H](C)[C@@H](CN(C)S(=O)(=O)c1cccs1)O2 | -1.7 | nt
C[C@@H]1CCCCO[C@H](CN(C)C(=O)Nc2ccccc2)[C@@H](C)CN([C@H](C)CO)C(=O)c2cc(NS(C)(=O)=O)ccc2O1 | 2.5 | nt
CCC(=O)Nc1ccc2c(c1)OC[C@@H](C)N(C(=O)c1cnccn1)C[C@@H](C)[C@H](OC)CN(C)C2=O | -0.1 | -1.8
COc1ccccc1Nc1nc(N)nc(CN2CCC(Cc3ccccc3)CC2)n1 | 1.0 | -6.0
O=C(Nc1c(Cl)cc(Cl)cc1C(=O)NCc1ccco1)c1cccc([N+](=O)[O-])c1 | 0.0 | -0.8
CO[C@@H]1CN(C)C(=O)c2cc(NC(=O)Nc3ccccc3Cl)ccc2OC[C@H](C)NC[C@@H]1C | 0.0 | 3.2
C[C@H](CO)N1C[C@H](C)[C@@H](CN(C)S(C)(=O)=O)Oc2ccc(NS(=O)(=O)c3cccs3)cc2CC1=O | -0.4 | nt
CNC[C@H]1OCCCC[C@H](C)Oc2ccc(NC(=O)CCC(F)(F)F)cc2C(=O)N([C@@H](C)CO)C[C@@H]1C | nt | 1.4
C[C@H]1CN([C@@H](C)CO)C(=O)c2cc(C3=CCCC3)cnc2O[C@@H]1CN(C)C(=O)Nc1ccccc1 | -1.2 | -2.9
COc1cccc(NC(=O)c2ccc(NCc3cccnc3)c([N+](=O)[O-])c2)c1 | -0.3 | -11.4
C/C=C/c1ccc2c(c1)O[C@H](CN(C)C(=O)c1cccnc1)[C@H](C)CN([C@H](C)CO)S2(=O)=O | -0.1 | nt
C[C@@H]1CN([C@H](C)CO)C(=O)c2cccc(NC(=O)C3CCOCC3)c2O[C@@H]1CN(C)S(=O)(=O)c1ccc(F)cc1 | -0.3 | -0.2
CCCC(=O)Nc1ccc2c(c1)C(=O)N(C)C[C@@H](OC)[C@@H](C)CN(CC1CCOCC1)[C@@H](C)CO2 | 0.3 | 1.1
CC1(C)OC[C@@H]([C@H](O)P(=O)(c2ccccc2)c2ccccc2)O1 | -0.6 | -37.8
O=C(Nc1ccccc1F)N[C@H]1CC[C@@H](CCNC(=O)C2CCCC2)O[C@H]1CO | -0.2 | 1.0
COc1ccc(CNC(=O)C[C@H]2C[C@H]3c4cc(NC(=O)C5CCC5)ccc4O[C@H]3[C@@H](CO)O2)cc1 | 0.0 | -3.5
C[C@H](CO)N1C[C@H](C)[C@H](CN(C)S(C)(=O)=O)OCc2cnnn2CCCC1=O | 5.5 | nt
N#Cc1cccc(NC(=O)CCCN2C(=O)c3ccccc3C2=O)c1 | 0.0 | -3.9
C[C@H](CO)N1C[C@H](C)[C@@H](CN(C)C(=O)Nc2cccc3ccccc23)OCCCC[C@H](C)Oc2ccc(N(C)C)cc2C1=O | 1.4 | -14.0
CC(C)NC(=O)N(C)C[C@H]1Oc2cc(C#C[C@@H](C)O)ccc2S(=O)(=O)N([C@H](C)CO)C[C@H]1C | nt | 8.7
CCCNC(=O)N(C)C[C@@H]1Oc2cc(-c3ccc(C)cc3)ccc2S(=O)(=O)N([C@@H](C)CO)C[C@H]1C | 3.4 | 25.1
C[C@@H]1CN([C@H](C)CO)S(=O)(=O)c2ccc(C#Cc3cccc(F)c3)cc2O[C@@H]1CN(C)C(=O)NC1CCCCC1 | -0.3 | -3.4
CO[C@@H]1CN(C)C(=O)c2cc(NC(=O)Nc3cccc(F)c3)ccc2OC[C@H](C)N(C(C)=O)C[C@@H]1C | 0.3 | -4.2
COc1ccc(S(=O)(=O)N(C)CC(=O)O)cc1Cl | 0.3 | -5.0
C[C@@H]1CN([C@@H](C)CO)C(=O)CCCn2nncc2CO[C@@H]1CN(C)C(=O)Nc1ccc(F)cc1 | 2.2 | nt
COc1ccc(C#Cc2cnc3c(c2)C(=O)N([C@@H](C)CO)C[C@H](C)[C@@H](CN(C)C(=O)c2ccccc2F)O3)cc1 | -1.5 | -3.2
C/C=C/c1ccc2c(c1)O[C@@H](CN(C)Cc1cccnc1)[C@H](C)CN([C@@H](C)CO)S2(=O)=O | 27.5 | -0.2
O=C(Cc1ccccc1)N[C@@H]1C=C[C@@H](CC(=O)N2CCCCC2)O[C@@H]1CO | -0.3 | 0.4
O=C(N[C@H]1CC[C@@H](CCn2cc(C3(O)CCCC3)nn2)O[C@H]1CO)C1CCCC1 | -0.2 | -7.5
CO[C@H]1CN(C)C(=O)c2cc(NC(=O)C3CCC3)ccc2OC[C@@H](C)NC[C@H]1C | -0.2 | 3.4
CC1=CCC(C(C)(C)O[C@@H]2O[C@H](C)[C@@H](O)[C@H](O)[C@H]2O)CC1 (stereo partly drawn) | 0.2 | 7.5
CCn1ncc(Cl)c1C(=O)NCc1ccco1 | 0.1 | -7.0

Reformatted: entries from further up
Molecule	IDH1 mut inh	EZH2 inh
C[C@@H]1CN([C@@H](C)CO)C(=O)CCCn2nncc2CO[C@@H]1CN(C)C(=O)Nc1ccc(F)cc1	2.2	nt
CO[C@H]1CN(C)C(=O)c2cc(NC(=O)C3CCC3)ccc2OC[C@@H](C)NC[C@H]1C	-0.2	3.4
CCCNC(=O)N(C)C[C@@H]1Oc2cc(-c3ccc(C)cc3)ccc2S(=O)(=O)N([C@@H](C)CO)C[C@H]1C	3.4	25.1

The listing continues:
SMILES | IDH1 mut inh | EZH2 inh
CCC(=O)N(C)C[C@@H]1Oc2cc(/C=C/c3ccccc3)ccc2S(=O)(=O)N([C@@H](C)CO)C[C@@H]1C | -0.4 | 6.5
C[C@H]1CN([C@@H](C)CO)C(=O)c2cc(NC(=O)CCCCCC(=O)Nc3ccccc3N)ccc2O[C@@H]1CN(C)C(=O)NC1CCCCC1 | nt | 35.8
CC(C)CC#Cc1cnc2c(c1)C(=O)N([C@@H](C)CO)C[C@@H](C)[C@@H](CN(C)S(=O)(=O)c1cn(C)cn1)O2 | -1.0 | -13.0
O=C(CNS(=O)(=O)c1ccccc1)Nc1cccc(Cl)c1Cl | -0.3 | 11.4
CC12CCC(C(=O)Nc3ccncc3)(c3nc4ccccc4nc31)C2(C)C (stereo not drawn) | 3.7 | nt
COc1ccc(Br)cc1/C=N/NC(=O)CCCCCCC(=O)Nc1ccccc1O | -0.3 | 33.4
CC(=O)N(C)C[C@H]1Oc2ncc(C#Cc3ccccc3F)cc2C(=O)N([C@H](C)CO)C[C@H]1C | -0.4 | 1.4
CO[C@@H]1CN(C)C(=O)c2cc(NC(=O)C3CCCCC3)ccc2OC[C@@H](C)N(Cc2nccs2)C[C@@H]1C | 0.2 | 3.9
C[C@H](CO)N1C[C@H](C)[C@@H](CN(C)S(=O)(=O)c2ccccc2)Oc2ccc(NC(=O)CCN3CCOCC3)cc2C1=O | -0.4 | 11.1
O=C(C1=C[C@H](c2ccc(Br)cc2)C[C@H](OCc2ccc(CO)cc2)O1)N1CCN(Cc2ccc3c(c2)OCO3)CC1 | nt | 28.5
NC(=O)COc1ccc(/C=N/NC(=O)c2ccc(C(=O)NO)cc2)cc1 | nt | 0.1
CO[C@@H]1CN(C)C(=O)c2ccc(NC(=O)NC3CCCCC3)cc2OC[C@@H](C)N(C(=O)NC2CCCCC2)C[C@H]1C | -0.2 | -5.9
C[C@H](CO)N1C[C@H](C)[C@@H](CN(C)C(=O)CC2CC2)Oc2ncc(C#CCC3CCCC3)cc2C1=O | -0.6 | nt
CC(C)NC(=O)N(C)C[C@H]1Oc2cc(C#CCN(C)C)ccc2S(=O)(=O)N([C@@H](C)CO)C[C@H]1C | -4.8 | -2.5
CCCNC(=O)N(C)C[C@H]1Oc2cc(-c3ccncc3)ccc2S(=O)(=O)N([C@@H](C)CO)C[C@@H]1C | 1.2 | nt
COCC#Cc1cnc2c(c1)C(=O)N([C@@H](C)CO)C[C@@H](C)[C@H](CN(C)C(=O)Cc1cccnc1)O2 | -0.2 | 4.0
COc1ccc(Cl)cc1N(CC(=O)Nc1ccc(Br)c(Cl)c1)S(C)(=O)=O | 0.2 | -0.9
Cc1ccc(S(=O)(=O)N(C)C[C@H]2Oc3ccc(NS(=O)(=O)c4cn(C)cn4)cc3C(=O)N([C@H](C)CO)C[C@H]2C)cc1 | -0.1 | nt
CCN(CC(=O)Nc1cccc(F)c1)S(=O)(=O)c1ccc(C)cc1 | 0.4 | -6.2
CCN(CC(=O)Nc1ccc(I)cc1)S(=O)(=O)c1ccc2ccccc2c1 | 1.0 | 23.3
COC(=O)c1cc(OC)c(OC)cc1NC(=O)C(C)Oc1cccc(Cl)c1 (stereo not drawn) | -0.3 | -3.5
O=C(C[C@H]1C[C@H]2c3cc(NC(=O)c4ccc5c(c4)OCO5)ccc3O[C@H]2[C@H](CO)O1)NCc1ccccn1 | -2.0 | 9.9
O=C(C[C@@H]1C=C[C@H](NC(=O)C2CCOCC2)[C@H](CO)O1)NCC1CC1 | 0.3 | 6.2
COc1ccc(S(=O)(=O)N[C@@H]2CC[C@H](CC(=O)N3CCc4ccccc4C3)O[C@H]2CO)cc1 | -0.1 | 9.5

Shown with two lines to a compound: 7 of the compounds above.
The line under a structure holds: IDH1 mut inh, EZH2 inh
- Cc1ccc(S(=O)(=O)N(C)C[C@H]2Oc3ccc(NS(=O)(=O)c4cn(C)cn4)cc3C(=O)N([C@H](C)CO)C[C@H]2C)cc1
    -0.1, nt
- CCN(CC(=O)Nc1cccc(F)c1)S(=O)(=O)c1ccc(C)cc1
    0.4, -6.2
- CCN(CC(=O)Nc1ccc(I)cc1)S(=O)(=O)c1ccc2ccccc2c1
    1.0, 23.3
- COC(=O)c1cc(OC)c(OC)cc1NC(=O)C(C)Oc1cccc(Cl)c1 (stereo not drawn)
    -0.3, -3.5
- O=C(C[C@H]1C[C@H]2c3cc(NC(=O)c4ccc5c(c4)OCO5)ccc3O[C@H]2[C@H](CO)O1)NCc1ccccn1
    -2.0, 9.9
- O=C(C[C@@H]1C=C[C@H](NC(=O)C2CCOCC2)[C@H](CO)O1)NCC1CC1
    0.3, 6.2
- COc1ccc(S(=O)(=O)N[C@@H]2CC[C@H](CC(=O)N3CCc4ccccc4C3)O[C@H]2CO)cc1
    -0.1, 9.5

New compounds follow.
SMILES | IDH1 mut inh | EZH2 inh
C[C@@H]1CN([C@@H](C)CO)C(=O)c2cc(NC(=O)Nc3ccc(C(F)(F)F)cc3)ccc2O[C@H]1CN(C)Cc1ccc(C(=O)Nc2ccccc2N)cc1 | nt | -59.9
CC(C)C(NS(=O)(=O)c1c(Cl)cccc1Cl)C(=O)O (stereo not drawn) | 0.2 | 7.7
Cc1noc(C)c1NC(=O)Nc1ccc2c(c1)CC(=O)N([C@@H](C)CO)C[C@H](C)[C@H](CN(C)Cc1ccc(Cl)c(Cl)c1)O2 | 0.9 | -9.3
C[C@H]1CN([C@@H](C)CO)C(=O)Cc2cc(NC(=O)NC3CCCCC3)ccc2O[C@H]1CN(C)S(=O)(=O)c1cn(C)cn1 | 0.4 | nt
C[C@@H]1CN([C@@H](C)CO)C(=O)c2cc(NC(=O)c3ccncc3)ccc2O[C@@H]1CN(C)Cc1ccc2c(c1)OCO2 | -0.6 | -1.4
C[C@@H]1CN([C@H](C)CO)C(=O)CCCn2nncc2CO[C@H]1CN(C)C(=O)Nc1ccc2c(c1)OCCO2 | 2.0 | nt
